High-throughput results from PubChem.
PMI inhibitors = inhibitors of human PMI, primary screen, biochemical, fluorescence intensity, coupled assay (AID 1209) | inhibition, % at 20 µM; hits with a dose series show IC50 in µM | purified PMI enzyme, coupled fluorescence intensity; higher % means a stronger effect | actives 0.42% (n = 190,000);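 also: plate controls were DMSO vehicle for no effect and wells lacking substrate for full effect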
LYP phosphatase = inhibitors of LYP phosphatase, biochemical, fluorescence intensity, uHTS (AID 1779) | recombinant LYP phosphatase, fluorescence intensity; higher % means a stronger effect | inhibition, % at 11.5 µM; hits with a dose series show IC50 in µM | actives 0.054% (n = 290,000);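 also: plate controls were vehicle with enzyme for no effect and no enzyme for full effect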
AID2073 = disruptors of CaV2.2 binding to Mint1 – biochemical, HTRF (AID 2073). actives 0.19% (n = 290,000). inhibition, % at 20 µM, or IC50 in µM where a hit was titrated. HTRF protein-protein interaction, Mint1-CaV2.2; higher % means a stronger effect; in the data active = inhibition mostly above about 51%, no sharp cut-off; also: some results filed as inactive read as strong as hits
Dynein transport = blocks dynein driven cargo transport along microtubules. 3617.4 mouse cells, GR-EGFP nuclear translocation imaging; test concentration mostly 20 µM; stimulated with dexamethasone, 1 µM; active compounds read low. z-score, hits read low. actives 0.47% (n = 220,000);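 active = plate z-score of nuclear minus cytoplasmic receptor signal below a set negative limit, without overly bright fluorescence or cell loss, cut at about -3.5 in these data, passing the limit was not always enough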;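 also: z-score of nuclear minus cytoplasmic ring GR-EGFP intensity difference per well; some compounds called inactive have numbers as strong as hits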
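Buffer or medium: tet-free, stripped-serum medium; reagent: dexamethasone at 1.0 µM final, 30 min; incubation: 48 h induction, 1 h compound, 30 min dex at 37 °C; measured by: formaldehyde fixation, Hoechst nuclear stain, 10x automated fluorescence imaging; read-out: nuclear-to-cytoplasmic GR-EGFP distribution per well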
PMI inhibition = MPI inhibition at elevated mannose 6-phosphate – biochemical, fluorescence intensity, high mannose 6-phosphate, primary screen (AID 1220). inhibition, % at 20 µM, or IC50 in µM where a hit was titrated. actives 0.66% (n = 190,000). recombinant PMI enzyme, coupled fluorescence intensity; higher % means a stronger effect
XIAP displacement = small molecules displacing peptide from XIAP – biochemical, IAP family, fluorescence polarization (AID 1018); XIAP BIR domain, fluorescence polarization peptide displacement; higher % means a stronger effect; displacement, % at 20 µM, or IC50 in µM where a hit was titrated; actives 0.007% (n = 200,000); in the data active = displacement above about 50%; also: a part of the inactive calls stands beside numbers as strong as those of hits
Siah-1 displacement = Siah-1 peptide-binding antagonists, primary screen, biochemical, fluorescence polarization, rhodamine-plectin, uHTS (AID 1817); Siah-1 / rhodamine-plectin peptide fluorescence polarization; higher % means a stronger effect; displacement, % at 20 µM, or IC50 in µM where a hit was titrated; actives 0.02% (n = 290,000);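 active = displacement of at least 50% at 20 µM, with a fluorescence ratio check between 0.3 and a set limit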;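 also: plate controls were Siah plus tracer with DMSO for no effect and tracer alone without Siah for full effect; strong numbers were not always called active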
M1AAP inhibition = P. falciparum M1AAP inhibitors, biochemical, fluorogenic H-Leu-NHMec substrate, 1536-well (AID 1445). recombinant M1AAP, H-Leu-NHMec fluorogenic kinetic assay; higher % means a stronger effect. inhibition, % at 30 µM, or IC50 in µM where a hit was titrated. actives 0.42% (n = 220,000);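 active = primary inhibition above the hit cutoff, then over 50% inhibition at one or more dose response concentrations, cut at about 23% in these data, passing the limit was not always enough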;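 also: plate controls were DMSO full reaction for no effect and no enzyme background for full effect; strong numbers were not always called active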
P. falciparum M17LAP = P. falciparum M17LAP inhibitors, primary screen, biochemical, fluorogenic H-Leu-NHMec substrate, 1536-well (AID 1619); recombinant M17LAP, H-Leu-NHMec fluorogenic kinetic assay; higher % means a stronger effect; one-dose inhibition, % at 30 µM; IC50 in µM for titrated hits; actives 0.38% (n = 220,000);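 active = compound inhibiting the enzyme by more than half at any dose during confirmatory dose-response retesting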;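 also: plate controls were full reaction with DMSO carrier for no effect and no enzyme background for full effect; strong numbers were not always called active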
Dynein transport cytoplasmic EGFP = second read-out of Dynein transport, no call of its own (marks repeat the call); z-score; measured here: cytoplasmic GR-EGFP intensity; active compounds read high
Dynein transport nuclear GR-EGFP = further read-out of Dynein transport, marked with its call; z-score; measured here: nuclear GR-EGFP intensity;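 lower value marks the stronger effect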
Dynein transport cell count = also measured in Dynein transport; calls as there; z-score; measured here: cell count per field
Numbers without * were called inactive. Rule as the data show it, unless noted: active = inhibition above about 50%; inactive = the rest. Rows were taken by chance (roughly 2.1% active in at least one column).

Results for O=C(CC(c1ccccc1)c1ccccc1O)NCc1ccccc1Cl (stereo unspecified) ?
PMI inhibitors: 10%; LYP phosphatase: -3%; AID2073: 3%; Dynein transport: 0.89; PMI inhibition: -2%; XIAP displacement: -5.8%; Siah-1 displacement: 5%; M1AAP inhibition: 5%; P. falciparum M17LAP: 0%; Dynein transport cytoplasmic EGFP: -0.26; Dynein transport nuclear GR-EGFP: 0.51; Dynein transport cell count: -0.22

Results for CC#CC(=O)N1CCC(CO)(CCc2ccccc2)CC1 ?
PMI inhibitors: -4%; LYP phosphatase: -2%; AID2073: 1%; Dynein transport: -0.43; PMI inhibition: -1%; XIAP displacement: -9.0%; Siah-1 displacement: -2%; M1AAP inhibition: -5%; P. falciparum M17LAP: -2%; Dynein transport cytoplasmic EGFP: 0.33; Dynein transport nuclear GR-EGFP: 0.14; Dynein transport cell count: 0.48

What do the screens show for `CC1(C)Cc2c(c(N3CCOCC3)nc3sc(C#N)c(N)c23)CS1`?
PMI inhibitors: 16%; LYP phosphatase: -5%; AID2073: 31%; Dynein transport: 0.21; PMI inhibition: 7%; XIAP displacement: -1.3%; Siah-1 displacement: 4%; M1AAP inhibition: 7%; P. falciparum M17LAP: -11%; Dynein transport cytoplasmic EGFP: -0.28; Dynein transport nuclear GR-EGFP: 0.029; Dynein transport cell count: 0.69

What do the screens show for `CC1(C)CC(=O)c2c(S(C)(=O)=O)sc(Br)c2C1`?
LYP phosphatase: -5%; AID2073: 4%; Dynein transport: -0.19; Siah-1 displacement: 8%; M1AAP inhibition: 9%; P. falciparum M17LAP: 0%; Dynein transport cytoplasmic EGFP: -0.021; Dynein transport nuclear GR-EGFP: -0.1; Dynein transport cell count: 0.03

What do the screens show for `CC(C(=O)Nc1cccnc1)c1ccc([N+](=O)[O-])cc1` (stereo unspecified)?
PMI inhibitors: 1%; LYP phosphatase: -12%; AID2073: 36%; Dynein transport: -0.65; PMI inhibition: 2%; XIAP displacement: -5.5%; Siah-1 displacement: 1%; M1AAP inhibition: -1%; P. falciparum M17LAP: 2%; Dynein transport cytoplasmic EGFP: -0.079; Dynein transport nuclear GR-EGFP: -0.00014; Dynein transport cell count: 1.3

How did O=C(Nc1ccc2c(c1)C(=O)N(c1ccccc1)C2=O)C1CCCO1 (stereo unspecified) do in these assays?
PMI inhibitors: -5%; LYP phosphatase: 0%; AID2073: 4%; Dynein transport: -0.041; PMI inhibition: -3%; XIAP displacement: -6.8%; Siah-1 displacement: 4%; M1AAP inhibition: 12%; P. falciparum M17LAP: -3%; Dynein transport cytoplasmic EGFP: -0.25; Dynein transport nuclear GR-EGFP: 0.0044; Dynein transport cell count: 0.39

Results for O=C(CNCC1CCCO1)NCc1ccco1 (stereo unspecified) ?
PMI inhibitors: -3%; LYP phosphatase: -9%; AID2073: 9%; Dynein transport: -0.52; PMI inhibition: 1%; XIAP displacement: -1.6%; Siah-1 displacement: -4%; Dynein transport cytoplasmic EGFP: -0.37; Dynein transport nuclear GR-EGFP: -0.11; Dynein transport cell count: 1.1

How did Nc1nc(=S)n(-c2ccccc2)[nH]1 do in these assays?
PMI inhibitors: -28%; LYP phosphatase: -4%; AID2073: 20%; Dynein transport: -0.75; PMI inhibition: -26%; XIAP displacement: -7.0%; Siah-1 displacement: -4%; M1AAP inhibition: 5%; P. falciparum M17LAP: 6%; Dynein transport cytoplasmic EGFP: -0.35; Dynein transport nuclear GR-EGFP: -0.51; Dynein transport cell count: 1.2

Results for Cc1ccc(CC2CC(=O)N(Cc3ccco3)C2=O)cc1 (stereo unspecified) ?
PMI inhibitors: -3%; LYP phosphatase: -3%; AID2073: 1%; Dynein transport: -0.45; PMI inhibition: 5%; XIAP displacement: -5.8%; Siah-1 displacement: 6%; M1AAP inhibition: 4%; P. falciparum M17LAP: 1%; Dynein transport cytoplasmic EGFP: -0.25; Dynein transport nuclear GR-EGFP: -0.09; Dynein transport cell count: 0.46

What do the screens show for `COc1ccc(/C=C/c2nnc(NC(=O)CSc3ccc(Cl)cc3)s2)cc1`?
PMI inhibitors: -2%; LYP phosphatase: -4%; AID2073: 9%; Dynein transport: -0.33; PMI inhibition: -17%; XIAP displacement: -10%; Siah-1 displacement: -10%; M1AAP inhibition: 6%; P. falciparum M17LAP: 18%; Dynein transport cytoplasmic EGFP: -0.29; Dynein transport nuclear GR-EGFP: -0.26; Dynein transport cell count: 0.43

Results for Cc1[nH]c(=O)[nH]c(=O)c1/C=N/NC(=O)CCCCCNC(=O)OC(C)(C)C ?
LYP phosphatase: -4%; AID2073: -10%; Dynein transport: 0.33; Siah-1 displacement: 1%; M1AAP inhibition: -21%; P. falciparum M17LAP: 3%; Dynein transport cytoplasmic EGFP: -0.11; Dynein transport nuclear GR-EGFP: -0.023; Dynein transport cell count: 1.3

How did O=C(COC(=O)c1cc(=O)[nH]c2ccccc12)c1ccc(Br)cc1 do in these assays?
LYP phosphatase: -4%; AID2073: 10%; Dynein transport: -0.89; Siah-1 displacement: -6%; M1AAP inhibition: -1%; P. falciparum M17LAP: 9%; Dynein transport cytoplasmic EGFP: -0.27; Dynein transport nuclear GR-EGFP: -0.067; Dynein transport cell count: 1.1

What do the screens show for `CCOC(=O)CCc1c(C)c2ccc(OCC(=O)N(CC)CC)c(C)c2oc1=O`?
PMI inhibitors: 8%; LYP phosphatase: -12%; AID2073: 16%; Dynein transport: -0.57; PMI inhibition: 4%; XIAP displacement: -4.3%; Siah-1 displacement: -2%; M1AAP inhibition: 3%; P. falciparum M17LAP: 9%; Dynein transport cytoplasmic EGFP: -0.27; Dynein transport nuclear GR-EGFP: -0.29; Dynein transport cell count: 0.48

How did COC(C(=O)Nc1cc([N+](=O)[O-])ccc1C)c1ccccc1 (stereo unspecified) do in these assays?
PMI inhibitors: 2%; LYP phosphatase: 2%; AID2073: 0%; Dynein transport: 1; PMI inhibition: -1%; XIAP displacement: -6.3%; Siah-1 displacement: 11%; M1AAP inhibition: 9%; P. falciparum M17LAP: 5%; Dynein transport cytoplasmic EGFP: -0.15; Dynein transport nuclear GR-EGFP: 0.92; Dynein transport cell count: -1.4

Results for O=C1OC(Cc2ccncc2)C(O)=C1C1=NCCCN1 (stereo unspecified) ?
PMI inhibitors: -7%; LYP phosphatase: -14%; AID2073: 0%; Dynein transport: -0.29; PMI inhibition: -11%; XIAP displacement: -5.6%; Siah-1 displacement: 4%; M1AAP inhibition: -1%; P. falciparum M17LAP: -5%; Dynein transport cytoplasmic EGFP: -0.31; Dynein transport nuclear GR-EGFP: -0.24; Dynein transport cell count: 0.34

What do the screens show for `CCOC(=O)N/N=C/c1c[nH]c2ccccc12`?
PMI inhibitors: -15%; LYP phosphatase: -4%; AID2073: -2%; Dynein transport: 2.2; PMI inhibition: -13%; XIAP displacement: -7.2%; Siah-1 displacement: 5%; M1AAP inhibition: 1%; P. falciparum M17LAP: 4%; Dynein transport cytoplasmic EGFP: -0.27; Dynein transport nuclear GR-EGFP: 0.96; Dynein transport cell count: -0.74

How did CCN(CC)S(=O)(=O)c1ccc2c(c1)nc(CCC(=O)OCc1c(C)noc1C)n2C do in these assays?
PMI inhibitors: -8%; LYP phosphatase: -3%; AID2073: -4%; Dynein transport: -0.22; PMI inhibition: -5%; XIAP displacement: -0.9%; Siah-1 displacement: -2%; M1AAP inhibition: -5%; P. falciparum M17LAP: -4%; Dynein transport cytoplasmic EGFP: -0.18; Dynein transport nuclear GR-EGFP: 0.024; Dynein transport cell count: 0.018

How did O=C(COc1ccc2ccc(=O)oc2c1)c1ccccc1 do in these assays?
LYP phosphatase: -5%; AID2073: 11%; Dynein transport: -0.81; Siah-1 displacement: 5%; M1AAP inhibition: 7%; P. falciparum M17LAP: 8%; Dynein transport cytoplasmic EGFP: -0.75; Dynein transport nuclear GR-EGFP: -0.74; Dynein transport cell count: 0.56

What do the screens show for `Cc1ccc(NC(=O)Nc2ccc(S(N)(=O)=O)cc2)cc1`?
PMI inhibitors: -10%; LYP phosphatase: -4%; AID2073: 7%; Dynein transport: -0.0066; PMI inhibition: 0%; XIAP displacement: -2.3%; Siah-1 displacement: 9%; M1AAP inhibition: 3%; P. falciparum M17LAP: 3%; Dynein transport cytoplasmic EGFP: -0.11; Dynein transport nuclear GR-EGFP: 0.14; Dynein transport cell count: 0.092

Results for COc1ccc(Br)cc1CNC(=O)Nc1cccs1 ?
PMI inhibitors: 14%; LYP phosphatase: -6%; AID2073: 22%; Dynein transport: 0.44; PMI inhibition: 4%; XIAP displacement: -19%; Siah-1 displacement: 3%; M1AAP inhibition: 11%; P. falciparum M17LAP: -3%; Dynein transport cytoplasmic EGFP: -0.16; Dynein transport nuclear GR-EGFP: 0.11; Dynein transport cell count: 0.6

How did Cc1ccc(N(C)C(=O)C2CCN(S(=O)(=O)c3ccc4c(c3)oc(=O)n4C)CC2)cc1 do in these assays?
PMI inhibitors: -7%; LYP phosphatase: -6%; AID2073: 12%; Dynein transport: -0.078; PMI inhibition: -4%; XIAP displacement: 0.4%; Siah-1 displacement: 2%; M1AAP inhibition: -7%; P. falciparum M17LAP: 14%; Dynein transport cytoplasmic EGFP: -0.14; Dynein transport nuclear GR-EGFP: 0.25; Dynein transport cell count: 0.2

Structural class: the compounds so far containing a nitro group on carbon (two)
What do the screens show for `CC(C(=O)Nc1cccnc1)c1ccc([N+](=O)[O-])cc1` (stereo unspecified)?
PMI inhibitors: 1%; LYP phosphatase: -12%; AID2073: 36%; Dynein transport: -0.65; PMI inhibition: 2%; XIAP displacement: -5.5%; Siah-1 displacement: 1%; M1AAP inhibition: -1%; P. falciparum M17LAP: 2%; Dynein transport cytoplasmic EGFP: -0.079; Dynein transport nuclear GR-EGFP: -0.00014; Dynein transport cell count: 1.3

How did COC(C(=O)Nc1cc([N+](=O)[O-])ccc1C)c1ccccc1 (stereo unspecified) do in these assays?
PMI inhibitors: 2%; LYP phosphatase: 2%; AID2073: 0%; Dynein transport: 1; PMI inhibition: -1%; XIAP displacement: -6.3%; Siah-1 displacement: 11%; M1AAP inhibition: 9%; P. falciparum M17LAP: 5%; Dynein transport cytoplasmic EGFP: -0.15; Dynein transport nuclear GR-EGFP: 0.92; Dynein transport cell count: -1.4
